# From PubChem
# pAkt inh = inhibitors of Akt phosphorylation; activity change, % for hits at 50 µM; Neuro2A IGF-stimulated pAkt S473 HTRF, 20 min; stronger effect = lower value; 360,000 compounds, 0.32% hits; AID 651550; in the data active = activity change below about -80%; inconclusive = mostly about -51% to -80%; note: % is set by controls: 0 for no effect and ±100 for the full control effect
#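 Single-point screen (50 µM final compound) in Neuro2A cells stimulated 20 min with 6 nM IGF at 37 deg C. After lysis, Ser473-phosphorylated Akt read by HTRF (ex 330 nm, em 615/665 nm) as the 665/615 ratio.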
# CCT modulator = modulators of cytosolic chaperonin (CCT/TRiC) activity; purified chaperonin ATPase assay, HTRF ADP detection, 30 min; activity change, % (no concentration beside the values), hits read low; 360,000 compounds, 0.3% hits; in the data active = activity change below about -30%; note: % is set by controls: 0 for no effect and ±100 for the full control effect
#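 TRiC at 40 or 20 nM final (batch-dependent) in 30 mM Tris pH 7.4, 100 mM KCl, 5 mM MgCl2, 1 mM DTT, with compound at single 76 uM and 10 uM ATP, 30 min at 37 deg C. ADP detected by HTRF Transcreener, 665/615 ratio.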
# D3 antag = blocks the human D3 dopamine receptor; 360,000 compounds, 2.5% hits; max response, negative = inhibition, %; D3R cells, DiscoveRx beta-arrestin luminescence, antagonist mode; stronger effect = lower value; AID 652054; in the data active = max response below about -50%; inconclusive = no clear call, values can overlap the other calls; note: % is set by controls: 0 for no effect and ±100 for the full control effect; mostly tested at two doses, the higher about 12 µM
# Target sequence (P35462 whole entry, looked up): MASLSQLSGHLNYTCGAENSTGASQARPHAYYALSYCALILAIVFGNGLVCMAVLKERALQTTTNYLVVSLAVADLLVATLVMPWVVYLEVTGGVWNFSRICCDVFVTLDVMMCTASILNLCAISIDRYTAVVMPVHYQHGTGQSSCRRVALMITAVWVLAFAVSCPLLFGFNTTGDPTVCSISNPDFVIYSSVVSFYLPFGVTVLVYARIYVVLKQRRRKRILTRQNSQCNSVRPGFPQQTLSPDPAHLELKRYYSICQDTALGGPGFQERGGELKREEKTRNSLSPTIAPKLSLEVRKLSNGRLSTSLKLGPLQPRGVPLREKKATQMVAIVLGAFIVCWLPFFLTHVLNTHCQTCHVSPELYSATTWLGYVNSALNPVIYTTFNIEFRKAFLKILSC
#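 Cells expressing the human receptor were seeded at 1500 cells/well, incubated overnight at 37 degrees C in 5% CO2, then exposed to library compounds with dopamine controls for 90 minutes at 37 degrees C before luminescent detection.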
# EPAC2 antagonist = antagonists of human EPAC2. 360,000 compounds, 0.18% hits. EPAC2 GEF exchange of Rap1B-BODIPY-GDP, fluorescence. AID 720708. Potency, µM (titrated, usually from 114 µM), for the others: top-dose activity, negative = inhibition, actives largely listed as inhibitors. Q8WZA2; note: potency is the fitted concentration of half-maximal effect; % is set by controls: 0 for no effect and ±100 for the full control effect; nearly all actives have a fitted effect of over 45% in size; many of its hits are not listed in these tables
# Mm-Cpn inhibitor = inhibitors of Methanococcus maripaludis chaperonin (MmCpn) | purified Mm-Cpn ATPase, ADP Transcreener TR-FRET | Potency, µM (doses to about 76.9 µM), for inactives: at the top dose activity, negative = inhibition, actives largely listed as inhibitors | 330,000 compounds, 0.031% hits | AID 504842; note: potency is the fitted concentration of half-maximal effect; % is set by controls: 0 for no effect and ±100 for the full control effect; nearly all actives have a fitted effect of over 80% in size
#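 Inhibition of chaperonin ATP hydrolysis is measured as reduced ADP production, detected by competitive TR-FRET in which signal falls with ADP. Final enzyme 25 nM and ATP 10 uM, reacted 30 min at 37°C.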
# PTHR1 ag = activates the human parathyroid hormone receptor PTHR1 | Q03431 | Potency, µM (top dose mostly 115 µM), inactives show top-dose activation, hits mostly activators | 410,000 compounds, 0.075% hits | HEK293 GP2 PTHR1 cells, GloSensor cAMP luminescence, 1 h; note: potency is the fitted concentration of half-maximal effect; nearly all actives have a fitted effect of over 55% in size; some results filed as inactive show a strong effect at the top dose; inactives centre near -15; many of its hits are not listed in these tables
# Target sequence (Q03431 whole entry, looked up): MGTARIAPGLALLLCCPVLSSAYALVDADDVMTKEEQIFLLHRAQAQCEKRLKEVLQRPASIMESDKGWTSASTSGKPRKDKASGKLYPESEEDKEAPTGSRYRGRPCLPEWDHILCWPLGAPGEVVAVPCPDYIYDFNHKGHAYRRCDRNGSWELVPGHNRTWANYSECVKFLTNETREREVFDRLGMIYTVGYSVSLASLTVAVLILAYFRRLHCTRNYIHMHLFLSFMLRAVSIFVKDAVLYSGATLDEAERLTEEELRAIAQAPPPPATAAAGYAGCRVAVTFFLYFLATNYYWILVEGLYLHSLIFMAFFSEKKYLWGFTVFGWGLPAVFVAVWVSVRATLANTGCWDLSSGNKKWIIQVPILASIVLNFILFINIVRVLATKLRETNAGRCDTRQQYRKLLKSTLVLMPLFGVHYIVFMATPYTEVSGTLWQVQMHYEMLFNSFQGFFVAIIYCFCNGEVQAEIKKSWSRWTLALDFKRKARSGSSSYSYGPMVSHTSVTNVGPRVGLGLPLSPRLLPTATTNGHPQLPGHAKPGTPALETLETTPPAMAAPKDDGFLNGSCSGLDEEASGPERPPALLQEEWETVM
#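 HEK-293-derived GP2 cells expressing PTHR1 and a GloSensor cAMP reporter, 3,000/well, plated overnight, given luciferin plus IBMX (each 0.5 mM as added) for 1 h at 37 °C, then compound for 1 h at 37 °C. Luminescence was read after 15 min at room temperature.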
# EPAC2 agonist = EPAC2 (human) agonism. Q8WZA2. 360,000 compounds, 0.079% hits. AID 720711. Potency, µM (titrated, usually from 154 µM), without a hit: at the highest dose activation, usual class: activators. EPAC2 activation, biochemical qHTS; response scale: 100% = 6.5 mM cAMP response; note: potency is the fitted concentration of half-maximal effect; nearly all actives have a fitted effect of over 50% in size
#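 Nucleotide exchange monitored as fluorescence drop when BODIPY-GDP leaves Rap1B. Reaction: 100 nM EPAC2, 250 nM RAP1B-BODIPY-GDP, 50 uM GDP, room temperature, kinetic read over 30 min. Activity expressed relative to 6.5 mM cAMP.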
# D3 ag = activates the human D3 dopamine receptor | D3R DiscoveRx beta-arrestin cells, luminescence, 90 min | 410,000 compounds, 0.58% hits | AID 652048 | max activation, % | P35462; in the data active = max activation above about 30%; note: 0% is about no effect; mostly tested at two doses, the higher about 12 µM
#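 Cells at 1500/well, incubated overnight, then treated with pinned compounds (dopamine as control) for 90 min at 37 degrees C. DiscoveRx reagent added for 30 - 60 minutes at room temperature; luminescence read.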
# An asterisk follows results filed as active; i = inactive; ? = inconclusive; / = no result given; [ ] = remark or other dose. Unless noted, calls come from the whole dose curve; as a rule, active = well fitted curve in the direction sought with a large enough effect; inconclusive = small, poorly fitted or top-dose-only effect, or another doubt; inactive = no such curve, though single readings can be large; an effect the other way counts as inactive or inconclusive. A portion of the library. The share of hits here may be higher or lower than overall.
# The line under a structure holds: pAkt inh	CCT modulator	D3 antag	EPAC2 antagonist	Mm-Cpn inhibitor	PTHR1 ag	EPAC2 agonist	D3 ag
COc1ccc(C(=O)C(CO)Oc2ccccc2OC)cc1OC (configuration not stated)
  /	-1.6	-22	13%	1%	i	3%	-8
CCCCNC(=O)CSc1nc(Cc2ccccc2)nc2ccccc12
  i	1.6	-16	55%[activator]	-3%	-29%	0%	-2
O=C(Nc1ccncc1)Nc1cccc(F)c1
  i	-0.3	-5	0%	-1%	-20%	2%	-1
COCCN(C(=O)CCc1ccccc1OC)c1nnc(-c2cccnc2)s1
  i	0.1	27	-3%[57.1 µM]	-1%	-46%[inhibitor]	10%	3
Cc1nc(C(F)(F)F)ccc1C(=O)N1CCC1(C)C(=O)NCc1cccs1 (configuration not stated)
  i	-0.1	-91*	7%	/	22%	-2%	-3
CCN(C(=O)c1c(OC)cccc1OC)c1nnc(-c2cccnc2)s1
  i	-1.3	0	-3%	-2%	-22%[57.5 µM]	11%	7
Cc1nnc(SC(C)C(=O)Nc2nccs2)s1 (configuration not stated)
  i	0.7	-4	11%	-1%	-39%[inhibitor]	0%	-1
CCCc1[nH]nc2c1C(c1cc(OC)ccc1F)C(C#N)=C(N)O2 (configuration not stated)
  i	-20	-3	-1%	1%	i	8%	6
Cc1cccc(NC(=O)c2ccc(NS(=O)(=O)c3c(C)noc3C)cc2)c1
  i	1.5	17	8%	-7%	-16%[57.5 µM]	-6%	0
Clc1ccc(Cl)c(Oc2ccc(Oc3nc(Cl)ccc3Cl)cc2)n1
  i	-3.5	-16	-5%	-4%	i	14%	-6

# Look-ups from the list.
# EPAC2 antagonist with Cc1nc(C(F)(F)F)ccc1C(=O)N1CCC1(C)C(=O)NCc1cccs1 (configuration not stated) → 7%
# D3 antag with O=C(Nc1ccncc1)Nc1cccc(F)c1 → -5
# Mm-Cpn inhibitor with Cc1cccc(NC(=O)c2ccc(NS(=O)(=O)c3c(C)noc3C)cc2)c1 → -7%

# Further records
# The line under a structure holds: pAkt inh	CCT modulator	D3 antag	EPAC2 antagonist	Mm-Cpn inhibitor	PTHR1 ag	EPAC2 agonist	D3 ag
Cc1cc(C)c(C(N)=O)c(Nc2cccc3ccccc23)n1
  i	-0.2	11	10%	1%	i	-4%	7
Cc1ccc(N2CC(C(=O)Nc3cccnc3)CC2=O)cc1C (configuration not stated)
  i	-2.6	-24	2%	-1%	i	13%	-2
CC(C)CCN1C(=O)C2(OCCCO2)c2cc(Cl)ccc21
  i	-2.4	-12	-22%	-3%	-12%	-1%	-1
Cc1ccc(S(=O)(=O)N(Cc2ccccc2)c2ccccc2C(=O)NCc2cccnc2)cc1
  i	-2.1	-2	-2%	0%	-2%	7%	5
OC(COc1ccc2c(c1)CCC2)CN1CCN(c2cccc(Cl)c2)CC1 (configuration not stated)
  i	-5.7	0	-19%	2%	-22%[57.5 µM]	20%	26
CCNC(=S)N/N=C/c1cn(Cc2ccc(F)cc2)c2ccccc12
  i	-0.5	-18	3%	1%	i	5%	2
CCOC(=O)C1(CCOc2ccccc2)CCN(Cc2ccc(CO)o2)CC1
  i	0.1	-10	-10%	2%	-74%[inhibitor]	5%	-11
CCOc1cc(/C=N/NC(=O)CN(CCc2ccccc2)S(=O)(=O)c2ccc(NC(C)=O)cc2)ccc1O
  i	2.6	0	9%	-1%	-5%	0%	-29
O=C(CSc1ncc(C(F)(F)F)cc1Cl)N1CCN(S(=O)(=O)c2ccccc2)CC1
  /	-2.8	?	-8%	0%	-6%[57.5 µM]	-84%[15.6 µM]	-5
Cc1c(C#N)c2ncn(Cc3ccccc3)c(=O)c2n1-c1ccccc1
  i	0.8	1	-3%	0%	i	-2%	-2

# Three neighbouring records from above, for reference:
# The line under a structure holds: pAkt inh	CCT modulator	D3 antag	EPAC2 antagonist	Mm-Cpn inhibitor	PTHR1 ag	EPAC2 agonist	D3 ag
Cc1cc(C)c(C(N)=O)c(Nc2cccc3ccccc23)n1
  i	-0.2	11	10%	1%	i	-4%	7
Cc1ccc(N2CC(C(=O)Nc3cccnc3)CC2=O)cc1C (configuration not stated)
  i	-2.6	-24	2%	-1%	i	13%	-2
CC(C)CCN1C(=O)C2(OCCCO2)c2cc(Cl)ccc21
  i	-2.4	-12	-22%	-3%	-12%	-1%	-1

# Following part
# The line under a structure holds: pAkt inh	CCT modulator	D3 antag	EPAC2 antagonist	Mm-Cpn inhibitor	PTHR1 ag	EPAC2 agonist	D3 ag
Cn1c(=O)n(CC(=O)NC2CCCCC2)c(=O)c2ccccc21
  i	0.8	-59*	-3%	-5%	-3%	9%	-7
COc1ccccc1N1CCN(C(=O)c2onc(C)c2Cl)CC1
  i	-2.1	-5	5%	1%	i	7%	-7
CN(C)S(=O)(=O)c1ccc(C(=O)N2CCN=C2SCc2cccnc2)cc1
  i	-2.9	-19	-19%	2%	1%[57.5 µM]	2%	-2
CC(C)OC(=O)c1c(NC(=O)C2CC=CCC2C(=O)O)sc2c1CCCCC2 (configuration not stated)
  i	0.0	15	2%	-4%	-8%	25%	12
O=S(=O)(N/N=C/c1ccc(OC2CSC2)cc1)c1ccccc1
  i	0.3	11	-1%	1%	-6%	-1%	6
COc1ccc(C(=O)NC2CCCc3ccccc32)cc1[N+](=O)[O-] (configuration not stated)
  i	-0.6	19	1%	1%	-13%	9%	-1
NC1=NC(=Nc2ccc(Cl)cc2)c2ccccc21
  i	1.8	-1	-6%	0%	i	11%	-3
CCN(CC(=O)Nc1ccccc1-c1ccccc1)Cc1nc2ccccc2c(=O)[nH]1
  i	-1.4	-5	-3%	0%	-1%	-7%	4
O=C(COC(=O)c1ccc(Cl)nc1)Nc1c(Cl)cccc1C(F)(F)F
  i	0.1	-3	14%	1%	i	3%	-7
CC(C)(C)CN1CCNC(=O)C1CC(=O)N1CCN(c2ccccc2)CC1 (configuration not stated)
  i	-0.5	-1	0%	-2%	i	-1%	0

# Entries from the list above that contain an NH in an aromatic ring:
# The line under a structure holds: pAkt inh	CCT modulator	D3 antag	EPAC2 antagonist	Mm-Cpn inhibitor	PTHR1 ag	EPAC2 agonist	D3 ag
CCCc1[nH]nc2c1C(c1cc(OC)ccc1F)C(C#N)=C(N)O2 (configuration not stated)
  i	-20	-3	-1%	1%	i	8%	6
CCN(CC(=O)Nc1ccccc1-c1ccccc1)Cc1nc2ccccc2c(=O)[nH]1
  i	-1.4	-5	-3%	0%	-1%	-7%	4

# Next part.
# The line under a structure holds: pAkt inh	CCT modulator	D3 antag	EPAC2 antagonist	Mm-Cpn inhibitor	PTHR1 ag	EPAC2 agonist	D3 ag
CS(=O)(=O)N1CCN(C(=O)c2ccc(-c3ccccc3)cc2)CC1
  i	-1.5	10	9%	2%	i	2%	3
O=C(OCc1ccc(Cl)c(Cl)c1)c1cccnc1Cl
  i	1.5	9	?	2%	i	-2%	-5
NC(=O)CCC(NS(=O)(=O)c1ccc(Cl)cc1)C(=O)NCC1CCCCC1 (configuration not stated)
  i	-0.3	-20	-8%	-3%	i	-5%	3
CCn1c(CNC(=O)c2ccccc2Br)nnc1SCC(=O)NC1=NCCS1
  i	-0.2	8	4%	2%	i	0%	5
Nc1nnc(SCC(=O)Nc2ccc(N3CCOCC3)c(Cl)c2)s1
  i	1.0	1	-15%	1%	-43%[inhibitor]	-4%	4
COc1ccc(C2=Nn3c(nnc3C3CCCCC3)SC2)cc1OC
  i	-1.4	4	2%	0%	i	2%	8
COc1ccc(C2/C=C\CC(NC(=O)OCC3c4ccccc4-c4ccccc43)CC(=O)N2Cc2ccccc2F)cc1 (configuration not stated)
  i	-0.9	0	-5%	-9%	-23%	-1%	20
CC(C)CCOCC(=O)Nc1cccc(C(=O)O)c1
  i	-0.2	?	0%	2%	-13%[57.5 µM]	-4%	-4
CCCNC(=O)C1(C)CCN1C(=O)Cc1ccc(C(C)(C)C)cc1 (configuration not stated)
  i	-0.2	-20	5%	/	i	3%	-5
O=C(NCc1ccc2c(c1)OCO2)c1sccc1Br
  i	-2.5	10	-14%	-9%	i	7%	3
COC(=O)c1ccc(NC(=O)CS(=O)(=O)Cc2ccccc2)cc1
  i	2.6	-8	13%	-1%	-5%[57.5 µM]	0%	3
O=C(NC(Cc1ccccc1)C(=O)O)/C(=C/c1ccccc1)NC(=O)c1ccc(Br)o1 (configuration not stated)
  i	2.1	4	-28%	1%	i	-4%	-1
Cc1ccc(NC(=O)COC(=O)CNC(=O)c2ccc(Br)cc2)c(C)c1
  i	0.5	8	-9%	1%	i	-7%	0
O=C(/C=C\NCC(=O)c1ccccc1)c1ccc(F)cc1
  i	-1.0	2	1%	-2%	-1%[57.5 µM]	-2%	-3
CCOc1ncccc1C(=O)Nc1cccc(-c2nc3cccnc3s2)c1
  i	1.4	70	?	-1%	i	1%	23
COc1ccccc1NC(=O)/C=C/C(N)=O
  i	-4.5	3	2%	0%	i	-1%	7
CCn1cc(/C=N/NC(=O)c2cc3c(ccc4ccccc43)o2)c2ccccc21
  i	-0.5	5	-6%	1%	-5%	7%	3
O=S(=O)(CCc1ccncc1)C1Cc2cccc3cccc1c23 (configuration not stated)
  i	0.3	-28	-6%	3%	-11%	-3%	-9
CCN1C(=O)[C@H]2[C@@H](c3ccc(C(F)(F)F)cc3)N[C@]3(CCCN(Cc4ccc(OC)cc4)C3=O)[C@H]2C1=O
  i	-0.4	16	-1%	/	-18%	14%	0
Cc1oc(-c2cccc(Cl)c2)nc1CN1CCC(C(=O)N2CCN(c3ccccc3F)CC2)CC1
  i	2.0	-63*	-19%	3%	-30%[inhibitor]	2%	-12
CCCCCCCc1ccc(-c2ccc(O)cc2)nc1
  i	-2.9	4	-21%	-2%	-32%[inhibitor]	-9%	-2
CC(C)N1CC2(CC(c3ccccc3C(F)(F)F)=NO2)CN1C(=O)c1ccco1 (configuration not stated)
  i	-0.8	21	?	/	-15%	-7%	6
O=C(Nc1ccccc1)C1CCOC1=O (configuration not stated)
  i	-0.9	-8	-6%	/	-16%	3%	5
COCCSc1ccccc1C(=O)Nc1ccc2c(c1)OCCO2
  i	0.2	-14	-2%	3%	-21%	-7%	3
COc1ccc(-n2cnnc2SCC(=O)Nc2nc(C)c(Cl)cc2Cl)cc1
  i	-1.2	9	-3%	-1%	i	-4%	-4
COc1ccccc1/C=C/C=N/NC(=O)c1ccco1
  i	-7.6	-2	-3%	5%	i	-8%	3
